Source: PubChem BioAssay (National Center for Advancing Translational Sciences (NCATS))
D1 ag: human D1 receptor agonism; HEK293 T-REx D1 cells, calcium flux, agonist mode; activation, % at 2 µM; actives 1% (n = 360,000); AID 504660; in the data active = activation above about 30%; note: 0% is about no effect
Target sequence (P21728 whole entry, looked up): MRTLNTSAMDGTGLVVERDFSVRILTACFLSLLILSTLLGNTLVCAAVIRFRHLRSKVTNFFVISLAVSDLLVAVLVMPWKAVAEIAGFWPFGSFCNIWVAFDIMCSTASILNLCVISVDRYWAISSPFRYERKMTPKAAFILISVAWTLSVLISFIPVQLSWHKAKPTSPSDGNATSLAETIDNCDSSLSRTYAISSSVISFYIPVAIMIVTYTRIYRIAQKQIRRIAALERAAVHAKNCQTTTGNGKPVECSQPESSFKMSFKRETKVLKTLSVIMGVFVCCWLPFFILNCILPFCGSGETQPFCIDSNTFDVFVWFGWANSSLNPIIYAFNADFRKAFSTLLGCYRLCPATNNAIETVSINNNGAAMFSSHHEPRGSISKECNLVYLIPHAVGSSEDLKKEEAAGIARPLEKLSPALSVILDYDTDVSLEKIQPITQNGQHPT
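Inducible HEK293 T-REx D1 cells, force-coupled to calcium signalling, were plated at 4000 cells/well with tetracycline and held overnight at 30 C. After no-wash calcium dye loading, compound-evoked calcium rise over 180 s flagged agonists.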
D1 PAM: potentiators of human D1 dopamine receptor; actives 0.036% (n = 360,000); AID 504651; potentiation, % at 10 µM; P21728; HEK293 TREx D1 cells, calcium flux, dopamine EC20 potentiation; in the data active = potentiation above about 30%; note: 0% is about no effect
RXFP1 antagonist: blocks the human relaxin receptor RXFP1 | actives 0.59% (n = 350,000) | Q9HBX9 | HEK293-RXFP1, relaxin-stimulated cAMP HTRF, 30 min; hits give low values | activity change, negative = inhibition, % at 57.5 µM | AID 1259400;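 active = activity change of -60% or lower, but not beyond a set lower limit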; note: % is set by controls: 0 for no effect and ±100 for the full control effect
RXFP1 ag: activates the human relaxin receptor RXFP1; Q9HBX9; HEK293T-RXFP1 cAMP TR-FRET, 30 min; response scale: percent of porcine relaxin response, buffer zero; Potency, µM (top dose mostly 57.5 µM), for the others: top-dose activation, actives largely listed as activators; actives 0.3% (n = 370,000); AID 2676; active = well fitted activation curve with a large enough effect; note: potency is the fitted concentration of half-maximal effect; % is set by controls: 0 for no effect and ±100 for the full control effect; nearly all actives have a fitted effect of over 60% in size; many of its hits are not listed in these tables
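Agonist response is measured as cAMP accumulation in an RXFP1-transfected HEK293T line under PDE4 inhibition. Values are scaled between buffer-only and 29 nM porcine relaxin, and EC50s come from standard Hill equation fits.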
D2 antagonist: antagonists of human D2 dopamine receptor. inhibition, % at 10 µM. actives 2% (n = 340,000). P14416. HEK293 TREx D2 cells, calcium flux, dopamine EC80. AID 485344; in the data active = inhibition above about 30%; note: 0% is about no effect
Target sequence (P14416 whole entry, looked up): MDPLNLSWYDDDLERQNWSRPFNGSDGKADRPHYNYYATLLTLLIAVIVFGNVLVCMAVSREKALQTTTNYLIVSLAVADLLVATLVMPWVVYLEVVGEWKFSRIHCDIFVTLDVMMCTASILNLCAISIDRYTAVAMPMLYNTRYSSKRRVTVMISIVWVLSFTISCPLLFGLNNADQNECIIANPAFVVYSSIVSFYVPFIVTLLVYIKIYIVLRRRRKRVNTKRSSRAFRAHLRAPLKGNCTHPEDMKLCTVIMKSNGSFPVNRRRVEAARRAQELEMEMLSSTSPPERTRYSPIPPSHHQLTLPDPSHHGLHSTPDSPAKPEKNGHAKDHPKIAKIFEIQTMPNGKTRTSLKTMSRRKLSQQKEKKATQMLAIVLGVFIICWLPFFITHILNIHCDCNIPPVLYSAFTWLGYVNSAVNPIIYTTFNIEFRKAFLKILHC
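Inhibition of EC80 dopamine-driven calcium flux, recorded kinetically, defines activity here; cells are a tetracycline-induced HEK293 T-REx line expressing force-coupled D2.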
D2 agonist: activates the human D2 dopamine receptor. P14416. HEK293 T-REx D2 cells, calcium flux agonist mode. activation, % at 2 µM. actives 0.53% (n = 340,000). AID 485358;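 active = activation over 3 SD above normal in the single-dose calcium agonist read, cut at about 30% in these data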; note: 0% is about no effect
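In this primary screen, compounds producing a positive calcium signal within 180 s of addition to tetracycline-induced, force-coupled HEK293 Trex D2 cells are flagged; cells are dye-loaded with a no-wash calcium kit beforehand.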
D1 antagonist: human D1 dopamine receptor antagonism; AID 504652; actives 3.2% (n = 360,000); HEK293 TREx D1 cells, calcium flux, dopamine EC80; hits give low values; P21728; activity change, negative = inhibition, % at 10 µM; in the data active = activity change below about -30%; note: % is set by controls: 0 for no effect and ±100 for the full control effect
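HEK293 T-REx cells expressing inducible, force-coupled D1 receptor; no-wash Ca dye, 30–90 min RT. Cmpd → 180 s read at 1 Hz → EC80 DA → 180 s read.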
TRHR enhancer: allosteric enhancers of human TRH receptor; P34981; actives 0.66% (n = 360,000); TRHR cells, fluo-8 calcium fluorescence, EC20 TRH enhancement; enhancement, % at 2 µM; in the data active = enhancement above about 30%; note: 0% is about no effect
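TRHR-expressing cells loaded with fluo-8 calcium dye were read kinetically (ex 480/em 530) during compound addition, then stimulated with an EC20 of TRH (10 nM final). Enhancement of the Gq-mediated intracellular calcium response was scored.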
D2 PAM: positively modulates the human D2 dopamine receptor allosterically | P14416 | HEK293 T-REx D2, calcium flux, EC20 dopamine potentiation | potentiation, % at 10 µM | actives 0.34% (n = 340,000);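 active = potentiation over 3 SD above the plate norm, cut at about 30% in these data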; note: 0% is about no effect
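Potentiation of an EC20 dopamine calcium response measured kinetically over 180 s, after a preceding 180 s compound-only read flagging agonists. Cells: inducible Hek293 Trex D2 line, 4000/well, cultured overnight at 30 C before dye loading.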
An asterisk follows results filed as active; . = not tested or not shown. A portion of the library; count on the stated rates, not on these rows.

SMILES	D1 ag	D1 PAM	RXFP1 antagonist	RXFP1 ag	D2 antagonist	D2 agonist	D1 antagonist	TRHR enhancer	D2 PAM
COC(=O)c1cccc(NC(=S)Nc2ccc(Cl)c(Cl)c2)c1	7.4	-3.6	12.6	1.2%	3.9	1.1	-30.9*	-7.3	-8.8
CC1(C)Cc2cccc(OCC(=O)Nc3nccs3)c2O1	-0.4	4.2	5.9	0.8%	-7.1	0.0	7.7	20.3	-3.8
COc1ccc(/C=N/NC(=O)c2ccc(Br)cc2)c(OC)c1	1.5	0.8	-6.4	-1.3%	33.1*	0.5	3.8	-0.2	-28.4
Cc1cc2oc(C(=O)N(Cc3ccc(Cl)cc3)Cc3ccco3)c(C)c2cc1Cl	18.5	-0.5	-2.4	1.3%	.	2.7	-1.0	-2.2	-6.8
C=CCNC(=O)c1ccccc1NC(=O)COc1ccccc1	3.5	-5.3	5.8	2.7%	58.9*	-0.4	-3.4	4.6	-1.9
CCC(CC)=NNc1ccc(S(N)(=O)=O)cc1[N+](=O)[O-]	9.0	-6.7	5.9	1.4%	3.2	0.1	3.6	-3.8	-2.2
CCOc1ccc(-c2c(C(=O)N/N=C/C3CC=CCC3)nnn2-c2nonc2N)cc1 (configuration not stated)	0.6	-0.6	-20.5	1.0%	-0.1	-0.7	-3.8	-5.6	7.8
CC1CCN(C(=O)C(Cc2ccccc2)n2cccc2)CC1 (configuration not stated)	-1.4	-2.9	-3.7	1.4%	2.4	-0.3	4.8	-1.3	7.3
Cc1ccc(S(=O)(=O)NCC(c2ccco2)N2CCc3ccccc32)cc1 (configuration not stated)	1.2	-5.0	-30.4	0.7%	-0.7	0.0	-10.1	3.5	6.3
COc1cc(OC)cc(C(=O)NCCc2csc(-c3ccc(C(F)(F)F)cc3)n2)c1	7.7	-2.6	-34.5	-0.4%	.	1.2	2.7	-2.1	12.1

Looked up by compound from the list above:
SMILES	D1 ag	D1 PAM	RXFP1 antagonist	RXFP1 ag	D2 antagonist	D2 agonist	D1 antagonist	TRHR enhancer	D2 PAM
COc1cc(OC)cc(C(=O)NCCc2csc(-c3ccc(C(F)(F)F)cc3)n2)c1	7.7	-2.6	-34.5	-0.4%	.	1.2	2.7	-2.1	12.1
CC1CCN(C(=O)C(Cc2ccccc2)n2cccc2)CC1 (configuration not stated)	-1.4	-2.9	-3.7	1.4%	2.4	-0.3	4.8	-1.3	7.3
CCOc1ccc(-c2c(C(=O)N/N=C/C3CC=CCC3)nnn2-c2nonc2N)cc1 (configuration not stated)	0.6	-0.6	-20.5	1.0%	-0.1	-0.7	-3.8	-5.6	7.8

Continuation:
SMILES	D1 ag	D1 PAM	RXFP1 antagonist	RXFP1 ag	D2 antagonist	D2 agonist	D1 antagonist	TRHR enhancer	D2 PAM
Cn1c(C(=O)N2CCN(Cc3ccc4c(c3)OCO4)CC2)cc2c(=O)n(C)c3ccccc3c21	-0.3	.	-29.4	0.4%	-0.5	-0.5	2.5	2.8	-2.0
CCC(C)NC(=O)CSc1nc2n[nH]c(C)c2c(=N)n1-c1cc(Cl)ccc1C (configuration not stated)	1.7	-4.2	-18.7	-1.9%	.	0.4	-4.1	6.1	14.7
Cc1cc(Br)cc(Br)c1OCC(=O)NNC(=O)CCC(=O)NCc1ccccc1	0.3	-5.1	0.0	0.2%	-18.1	-2.1	-7.3	-4.1	-2.4
Cc1cc(C)c2cc3c(N)c(C(=O)N4CCOCC4)sc3nc2c1	0.7	-5.0	-7.6	8.7%	-26.0	0.3	13.4	13.6	12.0
CCCNc1nc(C)cc(-c2cc(-c3ccccc3)on2)n1	2.8	3.6	.	-0.2%	-8.0	-0.2	19.6	1.0	1.9
N=c1c(S(=O)(=O)c2ccc(Br)cc2)cc2c(=O)n3ccccc3nc2n1C1CCCC1	17.6	-1.1	-23.4	0.0%	-24.6	-0.2	18.7	-8.8	18.5
COc1cc(-c2cc(-c3ccc(O)cc3)nc(N)c2C#N)ccc1O	8.6	-4.5	3.8	-1.3%	-0.5	-0.6	-12.1	9.5	18.1
CC(C)Nc1oc(-c2cccc3ccccc23)nc1C#N	3.7	-6.8	11.2	12.7%	-17.9	0.2	-6.1	-3.1	8.7
COc1ccc(Cl)cc1Nc1nc(-c2sc(NC(=O)c3ccco3)nc2C)cs1	2.5	7.3	.	0.1%	1.1	0.8	8.7	-0.4	5.8
Cc1oc2ncn(C)c(=O)c2c1C(=O)NC(C)c1ccccc1 (configuration not stated)	0.9	5.3	.	0.2%	.	-0.7	-10.8	29.0	2.5

Full records from above:
Shown for Cc1cc(C)c2cc3c(N)c(C(=O)N4CCOCC4)sc3nc2c1 → D1 ag: 0.7; D1 PAM: -5.0; RXFP1 antagonist: -7.6; RXFP1 ag: 8.7%; D2 antagonist: -26.0; D2 agonist: 0.3; D1 antagonist: 13.4; TRHR enhancer: 13.6; D2 PAM: 12.0
Shown for COc1ccc(Cl)cc1Nc1nc(-c2sc(NC(=O)c3ccco3)nc2C)cs1 → D1 ag: 2.5; D1 PAM: 7.3; RXFP1 antagonist: .; RXFP1 ag: 0.1%; D2 antagonist: 1.1; D2 agonist: 0.8; D1 antagonist: 8.7; TRHR enhancer: -0.4; D2 PAM: 5.8

Next section:
SMILES	D1 ag	D1 PAM	RXFP1 antagonist	RXFP1 ag	D2 antagonist	D2 agonist	D1 antagonist	TRHR enhancer	D2 PAM
CC(=O)NCCOc1nc(N(C)C)nc(N2CCOCC2)n1	5.3	8.7	-4.3	0.3%	9.8	2.1	-4.9	-2.4	0.2
Cc1ccc(S(=O)(=O)N2CC=C(C(=O)NCc3ccccc3)CC2)cc1	-1.9	-4.3	.	1.6%	-0.9	-0.3	-3.1	-0.8	10.2
Cc1c(C)c2ccc(OC(C)C(=O)NCCN3CCOCC3)c(C)c2oc1=O (configuration not stated)	0.7	-4.5	10.0	2.8%	-17.0	0.2	-15.8	1.9	0.2
COc1cc(C)c(S(=O)(=O)N2CCOCC2)c(C)c1C	0.2	-8.0	-17.2	-0.5%	-4.4	-0.2	-2.4	-0.9	4.2
Cc1csc(NC(=O)c2cc(-c3ccco3)nc3ccccc23)n1	-0.6	-6.4	-8.7	-2.2%	3.3	-1.2	-31.0*	5.6	12.0
Cc1cccc(N2CCN(CCCNC(=O)C3CCCN(c4ncnc5c4nc4n5CCCCC4)C3)CC2C)c1 (configuration not stated)	9.3	-0.7	6.4	-1.2%	55.7*	-0.6	-24.3	1.5	-0.1
O=C(N/N=C/c1cccnc1)c1cccs1	0.3	5.2	-28.3	-1.6%	2.9	1.3	1.4	3.7	1.6
CCN(CC(=O)Nc1cc(C)c(Cl)cc1OC)CC(=O)NC1CCS(=O)(=O)C1 (configuration not stated)	1.8	-2.9	4.7	-1.0%	2.9	-0.4	-4.7	-6.3	-11.5
C#CCOCCOCCOCCNc1nc(N2CCN(C(=O)[C@H](Cc3ccc(O)cc3)n3cc([C@@H](N)C(C)CC)nn3)CC2)nc(N2CCN(C(=O)[C@H](CCCCN)n3cc([C@@H](N)CC(C)C)nn3)CC2)n1 (some centres not stated)	-3.2	-0.2	.	4.0%	.	.	-8.6	-5.3	.
OCCCNCc1ccc(N(c2ccccc2)c2ccccc2)cc1	14.0	2.6	-69.2*	0.2%	-3.2	0.3	2.0	4.8	3.2
Cc1ccc(-c2cc(C(=O)O)n[nH]2)o1	1.2	-6.5	1.6	-0.6%	-19.4	0.6	-9.0	0.4	-4.5
CCOc1ccc(-n2cc(C(=O)Nc3cccc(OC)c3)c3cc(OC)c(OC)cc3c2=O)cc1	2.6	-0.8	33.1	2.3%	12.6	1.2	-6.0	-1.0	1.2
COc1ccc(S(=O)(=O)NCC(c2ccc(N(C)C)cc2)N2CCc3ccccc32)cc1OC (configuration not stated)	-1.2	1.0	-3.4	-2.4%	.	1.0	-64.5*	17.8	7.1
O=C1Nc2ccccc2C1(O)c1ccccc1 (configuration not stated)	1.3	3.7	-2.6	0.8%	7.4	0.3	4.7	-5.3	3.6
CN(CC(=O)Nc1ccc(Cl)c(Cl)c1)C(=O)CN1C(=O)NC2(CCCC2)C1=O	-0.1	-4.0	-24.1	-1.5%	2.0	0.3	-4.8	4.0	-1.1
COc1ccccc1N1CCN(C(=O)Nc2cn(CC(C)C)c(=O)c3ccccc23)CC1	-1.1	0.1	.	0.5%	.	.	-10.0	3.3	2.0
O=C(c1ccccc1Sc1c(Cl)cccc1[N+](=O)[O-])N1CCOCC1	2.5	-0.2	2.3	0.1%	.	.	8.1	1.4	.
COc1ccc(C2=C(C)C(N3CCC(C(=O)NCc4ccco4)CC3)=NS2(=O)=O)cc1	0.8	-1.2	1.9	0.9%	.	0.3	19.7	0.4	15.0
Cc1ccc(NCC(O)C(O)C(O)CO)c(N=Nc2ccccc2)c1C (configuration not stated)	-1.0	-10.0	-19.6	0.2%	0.1	0.1	-4.5	-2.7	-4.1
O=[N+]([O-])c1ccc(N2CCCC2)cc1NC1CC1	-1.2	4.2	-12.1	5.3%	1.3	0.8	8.4	-6.3	-12.0
Cc1c(Br)c([N+](=O)[O-])nn1CC(=O)NCc1ccccc1	2.9	-1.2	2.7	-2.4%	-29.8	-0.4	-8.8	-3.6	4.4
COC1CCN(C(=O)c2ccc(OC3CCN(CCc4ccccc4)CC3)cc2)CC1	1.3	-2.5	-12.8	1.5%	5.0	-0.1	-4.6	-0.7	4.3
CC1CCN(CCCCOc2ccc(Cl)cc2)CC1	5.3	-6.8	11.8	-2.4%	-15.2	-0.4	-16.8	-3.5	-46.7
O=C(Nc1ccc(N2CCOCC2)cc1N1CCOCC1)c1ccco1	0.3	3.0	-9.6	-0.3%	8.6	0.2	-2.1	1.0	10.0
COC(=O)C1=C(Nc2ccccc2NC(=O)c2ccccc2C(=O)O)CSC1	8.3	-8.6	.	-0.9%	-1.5	-1.1	0.9	1.8	2.3
CCc1cc2cc(C)cc(C)c2nc1SCC(=O)N1CCCC1	1.4	-5.3	-4.9	-0.3%	3.5	0.3	-1.8	-6.0	-9.9
CCCc1ccc(OC(=O)c2sc3ncn(Cc4cccc(F)c4)c(=O)c3c2C)cc1	3.6	-3.8	-5.1	-1.0%	.	0.4	-3.5	-0.5	-8.6
Cc1ccccc1NC(=O)COc1coc(CN2CCCc3ccccc32)cc1=O	6.8	-10.7	-13.0	0.2%	-0.2	0.1	-8.7	6.2	11.6
Cc1ccc(C(=O)Nc2cccc(C(F)(F)F)c2)cc1Nc1cncnc1	-1.6	-11.9	6.5	-0.3%	33.2*	-1.2	-18.9	6.2	-23.4
Cc1cccc(OCC(=O)N2CCN(c3nnc(-c4ccccc4)c4ccccc34)CC2)c1	0.5	1.6	-16.4	0.3%	-6.3	1.4	6.3	-9.0	-3.0
CN(C)CCCN(C(=O)c1cccs1)c1nc(-c2ccccc2)cs1	7.7	-19.9	-20.5	-0.7%	-26.1	-0.1	4.2	1.2	-14.2
CCc1cc2c(=O)n(CC(C)C)cnc2s1	0.2	-3.0	.	0.7%	-1.6	1.1	-8.4	1.3	-0.9
COc1ccc(S(=O)(=O)NCCc2csc(-c3ccc(F)cc3)n2)cc1F	6.9	-2.0	-20.8	20.0%	.	0.6	-12.8	-2.6	-8.6
